Screening data deposited in PubChem by National Center for Advancing Translational Sciences (NCATS).
Tau FP inhib: blocks human tau fibril formation measured by polarization. P10636. K18 P301L tau heparin fibrillization, Alexa594 FP, 6 h. Potency, µM (top dose mostly 57.7 µM), without a hit: at the highest dose activity, negative = inhibition, most hits filed as inhibitors. actives 0.39% (n = 280,000). AID 1468; note: nearly all actives have a fitted effect of over 55% in size
Target sequence (P10636 561-689 P618L limits assumed): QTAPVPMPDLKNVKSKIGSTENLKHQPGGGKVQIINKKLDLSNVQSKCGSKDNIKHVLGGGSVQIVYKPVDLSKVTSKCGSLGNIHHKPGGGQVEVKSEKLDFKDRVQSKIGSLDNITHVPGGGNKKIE
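FP of Alexa 594-tau after heparin (20 uM) induction. Substrate: human K18 P301L, 15 uM unlabeled, 0.24 uM labeled. Buffer 100 mM sodium acetate pH 7. 6 hr, 37 C.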
aGal spleen mod: alpha-galactosidase A (human) modulation; Potency, µM (top dose mostly 80 µM), for the others: at the top dose activity change, negative = inhibition, actives largely listed as inhibitors; human spleen homogenate, 4MU-alpha-Gal fluorescence, 40 min; P06280; actives 0.008% (n = 240,000);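 note: 0% = enzyme with vehicle and -100% = no enzyme basal signal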
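Human spleen homogenate (1 ug) as enzyme source, 4-methylumbelliferyl-alpha-D-galactopyranoside 1 mM final, citrate/phosphate pH 5.0 with 0.01% Tween-20. Compounds 40 min at 37C, NaOH/glycine stop; fluorescence Ex 365/Em 440, Hill-fit AC50.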
TexasRed fluor: alters Texas Red total fluorescence, flagging assay interference; TRb/SRC2 Texas Red total fluorescence interference; Potency, µM (doses to about 106 µM), without a hit: at the top dose fluorescence change, negative = quenching; actives 0.29% (n = 280,000); active = well fitted curve in either direction with a large enough effect; inconclusive = small, poorly fitted or top-dose-only effect
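Flags fluorescent or light-absorbing compounds by total fluorescence, S + 2P, at 555 nm excitation and 632 nm emission. Mixture: 20 nM Texas Red SRC2 peptide, 0.6 uM human TRb LBD, 1 uM T3, 5% DMSO; compound exposure 5 h at ambient temperature.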
Tau fibril ThT: inhibitors of human tau fibril formation, thioflavin T binding; P10636; recombinant tau K18 P301L, heparin-induced fibrillization, ThT fluorescence; Potency, µM (highest dose often 57.4 µM), without a hit: at the top dose activity, negative = inhibition, hits mostly inhibitors; actives 2.1% (n = 270,000); AID 1460; note: nearly all actives have a fitted effect of over 55% in size
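ThT emission at 510 nm, taken 1 hr after adding 30 uM dye, quantifies aggregates formed when 20 uM heparin acts on human tau K18 P301L for 6 hr at 37 C.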
Tau fluor cs: counter-screen for tau fibril formation inhibitors. tau K18 P301L (four-repeat tau fragment) Alexa594 fluorescence, heparin fibrillization. Potency, µM (doses to about 57.7 µM), for inactives: at the highest dose activity change, negative = decrease. actives 0.93% (n = 280,000). AID 1463; note: nearly all actives have a fitted effect of over 55% in size
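Human K18 P301L tau (15 uM unlabeled plus 0.24 uM Alexa 594-labeled, final) in 100 mM sodium acetate pH 7 was mixed with compound and 20 uM heparin and incubated 6 hr at 37 C.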
ALDH1A1 block: blocks purified human ALDH1A1 activity. actives 7.3% (n = 220,000). Purified ALDH1A1, NADH fluorescence, propionaldehyde substrate. Potency, µM (doses to about 75.3 µM), for the others: top-dose activity, negative = inhibition, most hits filed as inhibitors. P00352; active = well fitted inhibition curve with a large enough effect, not every such curve was filed as active; inconclusive = small, poorly fitted or top-dose-only effect, or another doubt; inactive = no such curve, though single readings can be large or run the other way;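 note: plate controls were no enzyme wells and a reference inhibitor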
TRb SRC2 PPI: TRbeta-SRC2 interaction inhibition; P10828; TRbeta-SRC2 peptide binding, fluorescence polarization; receptor liganded with 1 µM T3; Potency, µM (highest dose often 106 µM), without a hit: top-dose activity change, negative = inhibition, hits mostly inhibitors; actives 0.065% (n = 280,000); AID 1469;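 note: plate controls were bound peptide for no effect and peptide without receptor for full effect; nearly all actives have a fitted effect of over 50% in size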
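Fluorescence polarization of 20 nM Texas Red SRC2 peptide (20-aa NR interaction domain) bound to 0.6 uM human TRb ligand-binding domain, with 1 uM T3, after 5 hr at ambient temperature; inhibition seen as decreased polarization.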
L3MBTL1 block: inhibitors of human L3MBTL1. AlphaScreen L3MBTL1–H3K9me1 peptide binding. Potency, µM (highest dose often 57.1 µM), without a hit: at the top dose activity, negative = inhibition, most hits filed as inhibitors. actives 0.66% (n = 230,000); note: nearly all actives have a fitted effect of over 60% in size
Target sequence (Q9Y468 whole entry, looked up): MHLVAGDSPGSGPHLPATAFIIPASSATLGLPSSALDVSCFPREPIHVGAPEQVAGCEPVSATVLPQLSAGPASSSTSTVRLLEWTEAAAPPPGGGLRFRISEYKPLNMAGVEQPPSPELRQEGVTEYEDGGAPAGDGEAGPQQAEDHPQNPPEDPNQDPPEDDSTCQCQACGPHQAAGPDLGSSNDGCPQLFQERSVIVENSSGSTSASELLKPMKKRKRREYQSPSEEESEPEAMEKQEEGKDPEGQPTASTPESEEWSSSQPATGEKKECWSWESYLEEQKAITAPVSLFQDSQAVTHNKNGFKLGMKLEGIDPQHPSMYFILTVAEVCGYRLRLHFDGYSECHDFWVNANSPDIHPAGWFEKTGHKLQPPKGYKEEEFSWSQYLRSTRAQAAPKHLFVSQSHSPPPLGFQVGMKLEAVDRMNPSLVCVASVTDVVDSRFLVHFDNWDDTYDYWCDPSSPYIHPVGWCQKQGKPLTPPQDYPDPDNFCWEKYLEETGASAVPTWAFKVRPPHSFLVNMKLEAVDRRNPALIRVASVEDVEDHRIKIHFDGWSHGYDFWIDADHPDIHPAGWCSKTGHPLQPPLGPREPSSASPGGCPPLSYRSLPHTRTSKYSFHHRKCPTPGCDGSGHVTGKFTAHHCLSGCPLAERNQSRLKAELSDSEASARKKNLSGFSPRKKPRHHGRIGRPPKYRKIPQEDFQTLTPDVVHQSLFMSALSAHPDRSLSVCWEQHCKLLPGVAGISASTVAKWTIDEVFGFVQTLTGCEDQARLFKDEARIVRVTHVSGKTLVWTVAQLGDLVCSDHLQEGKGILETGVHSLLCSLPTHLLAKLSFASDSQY
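AlphaScreen assay: L3MBTL1 (50 nM final) was preincubated 30 min at room temperature with biotinylated H3(1-15)K9me1 peptide (75 nM final), then 30 min with library compounds; streptavidin donor and nickel chelate acceptor beads (10 ug/mL final) added, 30 min dark.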
* marks the source's active call; other numbers are inactive results; ? = inconclusive; . = not tested or not shown; [ ] = remark or other dose. Unless noted, calls come from the whole dose curve; as a rule, active = well fitted curve in the direction sought with a large enough effect; inconclusive = small, poorly fitted or top-dose-only effect, or another doubt; inactive = no such curve, though single readings can be large; an effect the other way counts as inactive or inconclusive. Unless noted, % is set by controls: 0 for no effect and ±100 for the full control effect; potency is the fitted concentration of half-maximal effect.

SMILES | Tau FP inhib | aGal spleen mod | TexasRed fluor | Tau fibril ThT | Tau fluor cs | ALDH1A1 block | TRb SRC2 PPI | L3MBTL1 block
Cc1nc2ccccc2n1CCc1nc2c3ccccc3nc(SCC(=O)Nc3cccc(C(F)(F)F)c3)n2n1 | -5% | . | -2% | ? | -18% | . | -2% | .
CC1=C(C#N)C(NC(=O)c2ccc(C)cc2)(C(F)(F)F)C(=O)N1 (stereo unspecified) | -13% | 2% | 1% | 7% | -1% | -3% | 0% | -7%
CC(C)C(=O)Nc1ccc(-c2csc(-c3ccccc3)n2)cc1 | 7% | -4% | 0% | -9% | 0% | 7% | -6% | 7%
Fc1ccccc1CSc1nnnn1-c1ccc2c(c1)OCO2 | -1% | 1% | -4% | -20% | -27% | ? | -5% | 34%[activator]
O=C1c2ccccc2C(=O)N1/N=C/c1ccc(Oc2ccc([N+](=O)[O-])cn2)cc1 | -5% | -8% | -1% | -7% | -18% | 1% | -10% | 41%[activator]
CCNC(=O)NC(=O)C(C)Sc1nc2ccccc2n1CC(C)C (stereo unspecified) | 3% | 2% | 0% | -7% | 2% | 6% | -10% | 4%
Cc1ccccc1-n1c(SCC(N)=O)nc2sc(-c3ccccc3)cc2c1=O | 9% | 2% | -3% | -11% | -14% | ? | -12% | .
Cc1ccc(CNc2nc(N)c([N+](=O)[O-])c(Nc3cccc(F)c3)n2)cc1 | ? | -5% | 0% | -3% | -19% | 13% | 1% | .
CCC1CN(S(=O)(=O)c2ccc3c(c2)NC(=O)CC(=O)N3)c2cc(Cl)ccc2O1 (stereo unspecified) | 2% | . | 1% | -12% | -20% | . | -5% | 8%
OCCNCc1ccc(OC2CCCC2)cc1 | 2% | 5% | 1% | -2% | 2% | ? | 13% | 15%
C=C1C(CCl)(CCl)C2(Cl)C(Cl)C(Cl)C1(Cl)C2(Cl)Cl (stereo unspecified) | . | 5% | -2% | . | . | 14µM* | 16% | .
CC1NC(C)(C)Cc2c1ccc1ccccc21 (stereo unspecified) | 3% | -8% | -1% | 0% | 10% | 2% | 8% | 5%
O=C1CSc2ccccc2N1Cc1ccccc1F | -7% | -12% | 0% | -4% | -10% | 22µM* | -14% | 6%
Cc1[nH]c2ccc(Br)cc2c(=S)c1C/C=C/Cl | 13% | -10% | -1% | ? | ? | . | 10% | ?
Cc1ccc(C(=O)NCC(=O)NCC(=O)OCC(=O)c2ccc([N+](=O)[O-])cc2)cc1 | ? | 2% | 1% | ? | -16% | 1µM* | -14% | 1%
Cc1ccc(-c2nc(C3CCN(S(=O)(=O)c4ccc(C(F)(F)F)cc4)CC3)no2)cc1 | -6% | 7% | 1% | -14% | -18% | -5% | 10% | .
COCCCNC(=O)CNC(=S)N(Cc1cc(OC)c(OC)c(OC)c1)C1CCCC1 | -5% | 1% | -21% | -2% | -6% | 4% | 2% | 5%
CCOc1ncccc1C(=O)Nc1cccc(Cl)c1Cl | 2% | -1% | -2% | -5% | -4% | -4% | -2% | 0%
Cc1cc(C)cc(-n2c(SCC(=O)Nc3nnc(C)s3)nc3c([nH]c4ccccc43)c2=O)c1 | -10% | . | -5% | -1% | -15% | . | 1% | .
C/C(=N\NC(=O)COc1ccccc1)c1cccs1 | -7% | -7% | -1% | ? | -17% | -10% | -2% | -5%

Overlap with the part before: 2 compounds, then new ones.
SMILES | Tau FP inhib | aGal spleen mod | TexasRed fluor | Tau fibril ThT | Tau fluor cs | ALDH1A1 block | TRb SRC2 PPI | L3MBTL1 block
Cc1cc(C)cc(-n2c(SCC(=O)Nc3nnc(C)s3)nc3c([nH]c4ccccc43)c2=O)c1 | -10% | . | -5% | -1% | -15% | . | 1% | .
C/C(=N\NC(=O)COc1ccccc1)c1cccs1 | -7% | -7% | -1% | ? | -17% | -10% | -2% | -5%
COc1ccc(N=CC2=C(O)c3ccccc3C2=O)c(OC)c1 | -2% | -11% | -2% | ? | -23% | ? | 0% | -8%
O=C1NC(c2cccc(Cl)c2)Nc2ccccc21 (stereo unspecified) | 5% | -13% | 0% | ? | -13% | 3% | -4% | -10%
O=C(Cc1ccccc1F)Nc1ccc(Cl)nc1 | -5% | -11% | 3% | -5% | -9% | ? | -27% | -1%
O=C(COC(=O)c1cncc(Br)c1)NC1CC1 | 10% | 18% | 1% | 4% | 2% | 2% | -7% | .
CCOC(=O)Cc1csc(NC(=O)CSc2nc3sc(C(=O)O)c(C)c3c(=O)[nH]2)n1 | -2% | 0% | 2% | -16% | -1% | -7% | 2% | .
CCc1ccc(CN(C)CC(=O)Nc2ccc3c(c2)CCC3)cc1 | -7% | -2% | -5% | ? | -12% | -5% | -4% | 112%[activator]
Cn1c(=O)c(=O)n(C)c2cc(S(=O)(=O)N3CCN(c4cccc(C(F)(F)F)c4)CC3)ccc21 | 0% | 2% | 1% | 0% | 5% | ? | 7% | 10%[11.4 µM]
COc1cc2nc(NCCc3ccccc3)n3nc(-c4cccnc4)nc3c2cc1OC | 0% | . | -26% | -10% | -17% | . | -2% | .
COC(=O)C(CCSC)NC(=O)c1c(C)oc2ncn(CC(C)C)c(=O)c12 (stereo unspecified) | 0% | . | -3% | -1% | -7% | . | -1% | .
O=C(Cc1nnc(NC(=O)Nc2ccc(F)cc2)s1)NCc1ccccc1 | -27% | 4% | 0% | . | -7% | . | 5% | .

Reprinted from the part before: 4 compounds; new compounds follow.
SMILES | Tau FP inhib | aGal spleen mod | TexasRed fluor | Tau fibril ThT | Tau fluor cs | ALDH1A1 block | TRb SRC2 PPI | L3MBTL1 block
Cn1c(=O)c(=O)n(C)c2cc(S(=O)(=O)N3CCN(c4cccc(C(F)(F)F)c4)CC3)ccc21 | 0% | 2% | 1% | 0% | 5% | ? | 7% | 10%[11.4 µM]
COc1cc2nc(NCCc3ccccc3)n3nc(-c4cccnc4)nc3c2cc1OC | 0% | . | -26% | -10% | -17% | . | -2% | .
COC(=O)C(CCSC)NC(=O)c1c(C)oc2ncn(CC(C)C)c(=O)c12 (stereo unspecified) | 0% | . | -3% | -1% | -7% | . | -1% | .
O=C(Cc1nnc(NC(=O)Nc2ccc(F)cc2)s1)NCc1ccccc1 | -27% | 4% | 0% | . | -7% | . | 5% | .
CN1C=CC2=C(C#N)C(N)C(C#N)(C#N)[C@H](c3ccccc3)[C@H]2C1 (stereo partly specified) | ? | ? | 2% | ? | -18% | ? | -27% | -2%
O=C(O)/C=C/C(=O)NNC(=O)c1ccc(Cl)cc1Cl | -12% | -4% | 1%[53 µM] | -14% | -31% | 15% | -5%[53 µM] | -5%
COc1ccc(CC(=O)Nc2ccc(C(=O)NC(C)(C)C)cc2)cc1OC | 4% | 1% | 2% | -1% | -1% | 0% | 1% | 10%
Cc1nn(C/C(C#N)=N\O)c(C)[n+]1N | 6% | -2% | 3% | -8% | 5% | 6% | -14% | .
S=C(NC1CCCC1)NN1CCOCC1 | -3% | 3% | -4% | -6% | -7% | 18% | -6% | -7%
CC1(C)CC(=O)C/C(=N\NC(=O)C2C3CCCCC32)C1 (stereo unspecified) | -1% | 11% | -5% | -6% | -1% | -8% | 2% | -1%
COc1ccc(C(=O)NCC(c2cccs2)S(=O)(=O)c2ccc(F)c(C)c2)cc1 (stereo unspecified) | 0% | . | -5% | -3% | -7% | . | 2% | .
CCCn1c(CNc2ccccc2O)nc2ccccc21 | ? | 1% | 10% | 28µM* | ? | 13µM* | -24% | .
C/C(N)=C(/C#N)C(=O)CSc1nc(C2CCCCC2)n(-c2ccccc2)n1 | -13% | 3% | -2% | 7% | -28% | 32µM* | -16% | 2%
CC(=O)N1CCN(c2ccc(NC(=O)c3ccc(N4CCCC4)c([N+](=O)[O-])c3)cc2Cl)CC1 | -6% | 4% | -1% | 4µM* | ? | 7.9µM* | -10% | -5%
Cc1nnc(SCCn2c(N3CC(C)CC(C)C3)nc3c2c(=O)[nH]c(=O)n3C)s1 (stereo unspecified) | -6% | 8% | -2% | -11% | -9% | ? | 0% | .
Fc1ccc(N2CCN(/C=C/c3nnnn3-c3ccccc3)CC2)cc1 | 3% | 2% | 0% | 4% | 0% | -3% | -5% | -17%
Cc1nn(C)c(Oc2cccc(Cl)c2)c1C(=O)Nc1ccc(F)cc1F | 1% | 8% | 1% | -5% | -5% | 10% | -5% | 6%
Cc1nn(C(=O)c2ccccc2F)c(C)c1S(=O)(=O)N1CCOCC1 | 3% | . | -1% | ? | -4% | . | 1% | .
O=C(Nc1cccc(-c2cn3cccnc3n2)c1)c1cc(Br)ccc1Cl | -17% | . | -10% | 3% | -8% | . | 3% | .
Cc1ccc2c(c1)C(CCN)C(=O)N2Cc1ccccc1 (stereo unspecified) | -4% | 8% | -1% | -9% | -10% | 32µM* | 1% | .
Cc1cccc(C)c1N1CCN(C(=O)N2CCOCC2)CC1 | -2% | -3% | 1% | -2% | -10% | 11µM* | 1% | -16%
CCCCCn1c(=O)[nH]c2cc(C(=O)NCCCN(C)Cc3ccccc3)ccc2c1=O | -10% | 8% | -2% | -3% | -18% | -7% | 5% | 25%
O=C(CCN1C(=O)c2ccccc2C1=O)N1CCN(C2c3ccccc3-c3ccccc32)CC1 | -10% | 4% | -1% | -12% | -8% | 4% | -6% | -1%
CCN(CC)CCn1c(=N)n(CC(O)c2ccco2)c2ccccc21 (stereo unspecified) | 0% | -2% | -2% | 10% | 6% | 6% | 6% | -15%
CC(=O)C1=C(O)C(=O)N(CCN2CCOCC2)C1c1ccccc1 (stereo unspecified) | -16% | -5% | 2% | -17% | -11% | 25µM* | -8% | .
COC(=O)CC1C(C)(C)C(=O)C2CC3C4=CC(=O)OC(c5ccoc5)[C@]4(C)CCC3[C@@]1(C)C2=O (stereo partly specified) | 5% | 5% | 0% | -1% | -5% | -2% | -4% | .
O=C(Nc1ccc2[nH]c3c(c2c1)CCCC3)c1ccco1 | 3% | 4% | -9% | ? | ? | ? | -3% | -4%[11.4 µM]
CC(C(=O)NCC1CCCCC1)N1CCN(S(=O)(=O)/C=C/c2ccccc2)CC1 (stereo unspecified) | 6% | -29% | 2% | -4% | -4% | ? | -2% | 2%
COc1cc(/C=N/NC(=O)c2ccc(Cn3cc([N+](=O)[O-])cn3)o2)cc(Br)c1O | 6% | -3% | -4% | -16% | -10% | 3% | -3% | -7%
Cc1ccc(S(=O)(=O)Nc2nc3ccccc3nc2NCC2CCCO2)c(C)c1 (stereo unspecified) | 0% | 16% | -3% | -15% | -14% | . | 5% | 9%
